3CLpro inhibitor: SARS-CoV 3CLpro protease inhibition. recombinant SARS-CoV 3CLpro, quenched FRET peptide cleavage. P0C6X7. inhibition, % at 6 µM. actives 0.14% (n = 290,000); in the data active means inhibition above about 12%
Yp Topo-I inh: inhibitors of Yersinia pestis topoisomerase I | Y. pestis Topo-I cleavage product accumulation, plate reader | activity, % at 10 µM | actives 0.064% (n = 360,000); in the data active means activity above about 50%, passing the limit was not always enough; inconclusive means no clear call, values can overlap the other calls; further: inactives centre near 2
Vc quorum ag: quorum light induction in luxS cqsA deficient V. cholerae | V. cholerae BH1578 lux reporter, luminescence, 6 h | actives 0.16% (n = 350,000) | activation, % at 18.7 µM | AID 588436; in the data active means activation mostly above about 9.7%, no sharp cut-off; inconclusive means no clear call, values can overlap the other calls; inactive means mostly below about 3.7%; further: not every result past the cut was called active; inactives centre near 0; reference of the scale not given here
PriA SSB inh: K. pneumoniae PriA-SSBct interaction inhibition. inhibition, % at 33 µM. AID 1272365. actives 0.6% (n = 430,000). AlphaScreen SSBct-PriA binding, biotinylated peptide; in the data active means inhibition mostly above about 37%, no sharp cut-off; inactive means mostly below about 20%;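 further: plate controls were negative control peptide for no effect and reference peptide for full effect; strong numbers were not always called active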
Anthrax LF inh2: blocks Bacillus anthracis lethal factor protease | P15917 | multiplex microsphere protease cleavage assay, LF | inhibition, % at 10 µM | actives 0.12% (n = 360,000); further: plate controls were buffer without enzyme for full effect and enzyme alone for no effect
TcdB inh: TcdB glycohydrolase inhibition. P18177. TcdB glycohydrolase enzymatic assay, plate reader. inhibition, % at 9.99 µM. actives 0.24% (n = 350,000). AID 652162; in the data active means inhibition above about 10%
Target sequence (P18177 whole entry, looked up): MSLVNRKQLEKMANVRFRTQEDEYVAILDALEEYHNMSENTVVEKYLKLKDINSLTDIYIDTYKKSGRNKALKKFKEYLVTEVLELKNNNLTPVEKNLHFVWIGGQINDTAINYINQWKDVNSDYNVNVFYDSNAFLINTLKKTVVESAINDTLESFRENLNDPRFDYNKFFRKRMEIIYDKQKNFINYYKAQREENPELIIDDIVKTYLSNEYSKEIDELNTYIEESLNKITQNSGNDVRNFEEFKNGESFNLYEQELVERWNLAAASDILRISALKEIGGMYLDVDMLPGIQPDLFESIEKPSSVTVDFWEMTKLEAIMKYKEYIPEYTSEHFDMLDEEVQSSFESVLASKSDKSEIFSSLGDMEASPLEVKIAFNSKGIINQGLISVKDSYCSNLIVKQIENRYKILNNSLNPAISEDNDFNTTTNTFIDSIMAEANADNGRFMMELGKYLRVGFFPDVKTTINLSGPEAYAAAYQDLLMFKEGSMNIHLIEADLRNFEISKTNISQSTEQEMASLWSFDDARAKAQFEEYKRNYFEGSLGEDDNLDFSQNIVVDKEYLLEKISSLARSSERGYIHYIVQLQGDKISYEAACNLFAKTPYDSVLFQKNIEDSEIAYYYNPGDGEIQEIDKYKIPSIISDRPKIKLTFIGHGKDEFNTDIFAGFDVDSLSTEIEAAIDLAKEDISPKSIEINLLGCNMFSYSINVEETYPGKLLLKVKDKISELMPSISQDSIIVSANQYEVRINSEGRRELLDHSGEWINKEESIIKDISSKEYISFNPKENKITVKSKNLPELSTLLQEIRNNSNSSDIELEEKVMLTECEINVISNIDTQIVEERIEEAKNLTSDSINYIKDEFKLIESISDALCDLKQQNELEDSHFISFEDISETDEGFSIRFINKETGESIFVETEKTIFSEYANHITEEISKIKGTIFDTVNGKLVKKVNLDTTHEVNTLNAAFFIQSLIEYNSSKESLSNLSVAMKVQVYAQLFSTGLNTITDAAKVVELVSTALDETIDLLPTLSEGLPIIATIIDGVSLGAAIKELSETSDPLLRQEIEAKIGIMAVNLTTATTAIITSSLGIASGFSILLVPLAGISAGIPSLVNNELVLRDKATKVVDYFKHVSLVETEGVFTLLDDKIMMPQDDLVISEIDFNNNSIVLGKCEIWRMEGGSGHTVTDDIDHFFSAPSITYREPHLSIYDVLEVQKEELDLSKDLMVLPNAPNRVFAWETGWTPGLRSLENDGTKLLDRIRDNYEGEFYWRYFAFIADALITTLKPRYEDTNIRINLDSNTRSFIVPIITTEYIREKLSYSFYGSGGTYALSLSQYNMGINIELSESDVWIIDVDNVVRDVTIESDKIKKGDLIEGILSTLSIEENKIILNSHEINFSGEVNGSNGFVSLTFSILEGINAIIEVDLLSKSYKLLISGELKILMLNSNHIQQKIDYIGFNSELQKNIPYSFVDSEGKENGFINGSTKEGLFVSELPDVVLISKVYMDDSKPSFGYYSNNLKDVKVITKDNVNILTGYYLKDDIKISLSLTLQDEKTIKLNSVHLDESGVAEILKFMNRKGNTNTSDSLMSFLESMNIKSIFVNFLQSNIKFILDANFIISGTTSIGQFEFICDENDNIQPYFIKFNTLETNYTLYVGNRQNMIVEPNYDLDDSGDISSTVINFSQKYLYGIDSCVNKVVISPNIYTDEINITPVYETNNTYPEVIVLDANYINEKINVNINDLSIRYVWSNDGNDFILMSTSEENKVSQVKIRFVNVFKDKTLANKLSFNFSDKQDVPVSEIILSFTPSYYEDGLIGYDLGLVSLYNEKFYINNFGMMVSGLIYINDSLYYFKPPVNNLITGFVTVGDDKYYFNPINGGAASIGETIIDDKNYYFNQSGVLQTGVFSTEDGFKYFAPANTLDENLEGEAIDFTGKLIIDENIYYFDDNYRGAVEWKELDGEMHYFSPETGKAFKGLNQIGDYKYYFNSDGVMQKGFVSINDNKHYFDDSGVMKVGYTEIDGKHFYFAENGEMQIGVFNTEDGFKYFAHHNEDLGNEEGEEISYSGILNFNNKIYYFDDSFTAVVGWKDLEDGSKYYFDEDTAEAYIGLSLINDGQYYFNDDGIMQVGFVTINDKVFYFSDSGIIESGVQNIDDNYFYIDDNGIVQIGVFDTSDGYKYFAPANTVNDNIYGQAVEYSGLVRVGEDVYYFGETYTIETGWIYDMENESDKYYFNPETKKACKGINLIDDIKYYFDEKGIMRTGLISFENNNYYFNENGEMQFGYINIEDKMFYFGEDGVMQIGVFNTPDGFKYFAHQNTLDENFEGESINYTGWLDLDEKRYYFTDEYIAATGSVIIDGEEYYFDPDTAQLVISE
BoNT A protease: BoNT A light chain protease inhibition. multiplex microsphere protease substrate cleavage, flow cytometry. inhibition, % at 10 µM. actives 0.17% (n = 360,000). AID 588499; further: plate controls were buffer without enzyme for full effect and enzyme alone for no effect
PfHsp40 rescue: compounds rescuing yeast from Plasmodium falciparum HSP40 toxicity | growth rescue, % at 12.5 µM | AID 504582 | actives 0.68% (n = 340,000) | S. cerevisiae expressing PfHsp40, growth rescue, ATP luminescence; in the data active means growth rescue above about 28%, passing the limit was not always enough; inconclusive means no clear call, values can overlap the other calls;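 further: yeast W303a lacking pdr1 and pdr3 grown in galactose medium; growth measured after three days at 30 °C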
PrPC surface inh: cell surface PrPC inhibition, primary TR-FRET screen. inhibition, % at 13.8 µM. TR-FRET read-out. actives 0.43% (n = 370,000); in the data active means inhibition above about 24%; further: 0% = median of the test wells and 100% = reference compound wells
Active calls of the source: *; i = inactive; ? = inconclusive; . = no result given; & = joins results of further samples. Unless noted, no stated cut-off is given here; in the data, active means inhibition above about 30%; inconclusive means no clear call, values can overlap the other calls; inactive means below that.

SMILES | 3CLpro inhibitor | Yp Topo-I inh | Vc quorum ag | PriA SSB inh | Anthrax LF inh2 | TcdB inh | BoNT A protease | PfHsp40 rescue | PrPC surface inh
CCOc1cccc(C2C(C(=O)c3ccc(C)o3)=C(O)C(=O)N2Cc2ccccc2)c1 (stereo not given) | 6.1 | 3.4 | -0.1 | -17.0 | 1.0 | 2.2 | 3.0 | 0.8 | 5.6
CCCC(=O)NC(=S)Nc1cccc(NC(=O)c2ccc(Cl)cc2Cl)c1 | -0.9 | 25.9 | -0.6 | 4.6 | 0.5 | . | -0.1 | 0.8 | 4.8
Cc1cccc(N2C(=O)C3C(c4ccccc4)OC4(C(=O)c5ccccc5C4=O)C3C2=O)c1 (stereo not given) | 4.5 | 2.4 | i | -13.2 | 0.8 | . | -1.1 | 0.2 | 0.4
C[N+]1(CC(=O)OCCCC2CCCCC2)CCCC1 | -2.5 | -0.4 | -0.4 | 4.1 | -4.0 | -7.6 | -1.0 | -0.3 | 8.8
COc1ccc(-c2cc(-c3cccs3)nc3sc(C#N)c(N)c23)cc1 | 3.9 | 2.8 | 1.2 | -34.5 | 15.8 | 0.0 | 40.2* | 0.4 | -3.0
CC(NC(=O)CNC(=O)c1ccccc1Br)c1cccs1 (stereo not given) | . | -12.4 | i | 0.9 | -0.9 | 1.8 | 1.0 | -1.4 | -3.5
Cc1ccc(S(=O)(=O)N2CCCCC2)cc1NC(=S)NC(=O)c1ccco1 | 11.5 | 11.8 | -0.6 | -7.8 | 1.5 | 0.6 | -1.5 | 0.2 | -7.4
CN(C)CCCNC(=O)c1cc(C(=O)c2c(Cl)cccc2Cl)c[nH]1 | 0.2 | 1.3 | i | -4.2 | -2.1 | 0.7 | -1.6 | 0.4 | -7.1
CCCCn1c2nc3ccccc3nc2c2c(=O)n(C(C)CC)cnc21 (stereo not given) | 3.4 | -8.9 | -2.2 | -19.1 | 5.0 | . | 7.8 | 1.6 | 7.0
Cc1ccc(NC(=O)N2CCC(NC(=O)c3cccc(F)c3)CC2)cc1 | 2.5 | -2.7 | -0.3 | -1.1 | -6.8 | 0.4 | -2.4 | -0.1 | -4.6
N#CCCN(C(=O)COC(=O)COc1ccc(Cl)cc1)c1ccccc1 | -3.1 | 2.0 | 0.6 | 7.8 | -2.0 | 0.8 | -0.2 | -1.6 | -7.3
CNC(=S)N/N=C(\C)c1cccc(C(F)(F)F)c1 | 3.8 | -12.6 | -0.5 | . | -0.5 | 1.1 | -0.3 | 1.3 | -7.1
CSCc1ccc(C(=O)N2CCCC(Nc3ccc4c(c3)OCCO4)C2)o1 (stereo not given) | -0.3 | -2.4 | -0.3 | 16.4 | -1.0 | 1.3 | -1.4 | 0.4 | 6.5
O=C(O)C[C@H]1c2cc(F)ccc2S(=O)(=O)N1C1CCCC1 | . | 0.0 | 0.9 | -16.3 | -6.2 | 4.7 | 0.3 | 0.4 | 2.4
Cc1ccc(N=Nc2c(N)[nH]n3c(=O)cc(C)nc23)cc1 | -2.7 | 1.8 | i | -10.8 | -1.7 | 0.7 | -1.0 | 0.3 | -23.0
Cn1c(=O)c2c(ncn2CCCl)n(C)c1=O | 0.9 | -3.2 | -0.4 | -9.1 | 10.8 | -0.9 | 0.0 | -0.8 | -3.6
Cc1ccc(S(=O)(=O)N2CCCCC2)cc1C(=O)Nc1ccc2cn[nH]c2c1 | 3.7 | 7.5 | i | -5.5 | -2.4 | . | -1.0 | -0.3 | 14.6
CC(CCc1ccc(O)cc1)NCCc1ccc(O)c(O)c1 (stereo not given) | . | -0.3 | -0.8 | 1.5 | -8.8 | -5.3 | 0.1 | 19.8 | -7.8
CNC(=O)C1CCN(S(=O)(=O)c2c(C)noc2/C=C/c2cccc(OC)c2)CC1 | 0.8 | 10.9 | -0.2 | -10.1 | -1.3 | 0.6 | -0.2 | -1.8 | 4.6
CCOc1ccc(-c2c(C)sc3nc[nH]c(=O)c23)cc1 | -0.5 | 4.0 | -0.4 | -18.2 | 5.6 | -0.4 | -1.6 | 0.7 | -1.1
CCCN1CCN(C(=O)Cn2cnc3ccc(S(=O)(=O)N4CCC(C)CC4)cc3c2=O)CC1 | -2.1 | -7.4 | i | -7.9 | -0.8 | 1.8 | 0.0 | -0.8 | 7.9
O=C(O)c1cn(Cc2ccccc2)nc1-c1cccnc1 | -0.8 | 4.7 | -0.3 | 0.8 | -5.6 | 3.1 | 0.1 | 2.9 | -4.7
O=c1c2ccc([N+](=O)[O-])cc2ncn1CCOc1ccc(Cl)cc1 | 7.0 | -6.3 | -1.4 | -2.4 | -3.5 | -0.4 | 1.1 | -0.4 | -1.6
CCC(Sc1nccn1C)C(=O)Nc1nnc(C)s1 (stereo not given) | -2.7 | 4.2 | -0.3 | -12.1 | 2.7 | 1.7 | -0.6 | -0.1 | -4.5
O=C1CC(SCCc2nc3ccccc3[nH]2)C(=O)N1c1ccc(F)cc1 (stereo not given) | -3.6 | 1.3 | -0.4 | 14.1 | 3.6 | . | -0.1 | 0.5 | 2.6
SMILES | 3CLpro inhibitor | Yp Topo-I inh | Vc quorum ag | PriA SSB inh | Anthrax LF inh2 | TcdB inh | BoNT A protease | PfHsp40 rescue | PrPC surface inh
Cc1cccc(N2CCN(C(=O)c3ccc4nccnc4c3)CC2C)c1 (stereo not given) | . | 5.3 | i | -11.9 | 1.4 | -0.2 | 0.6 | 1.4 | -0.4
CN(C)C(=O)NCc1ccc(S(N)(=O)=O)cc1 | -1.7 | 12.2 | i | 9.7 | 1.3 | . | 0.3 | 0.2 | -1.8
NNC(=O)CN1C(CN2CCOCC2)=Nc2ccc(Br)cc2C1c1ccccc1 (stereo not given) | 20.8* | 0.4 | -0.6 | 6.0 | -7.3 | -5.6 | -0.3 | -2.7 | -11.2
CN(C)C(=O)c1ccccc1Sc1cc(Cl)ccc1Cl | 3.9 | 1.9 | 0.5 | 15.0 | 0.2 | . | -0.2 | 0.7 | -1.8
COCC(=O)Nc1nc(-c2ccc([N+](=O)[O-])cc2)cs1 | -1.6 | -2.9 | i | -12.2 | 0.3 | -0.1 | -0.9 | -0.5 | -40.1
Cc1cccc(-n2c(O)c(C=Nc3c(C)n(C)n(-c4ccccc4)c3=O)c3ccccc3c2=O)n1 | 0.7 | 12.7&-0.8 | 0.5 | -13.6&2.0 | 3.9&0.3 | 0.8 | 0.4&-0.4 | 1.3&-1.2 | -5.2
CCc1nc(SCC(=O)N2CCC(C)CC2)c2c(=O)n(C)c(=O)n(C)c2n1 | 3.4 | 21.2 | 0.2 | -1.2 | -8.1 | 1.0 | -1.1 | 12.8 | 7.0
O=C(COC(=O)c1cccc(S(=O)(=O)NCc2ccccc2)c1)NCC1CCCO1 (stereo not given) | 0.7 | -9.2 | -0.1 | -6.3 | 2.0 | -0.6 | -0.3 | 0.1 | 10.8
O=C(CCCCCNC(=O)c1ccccc1)N/N=C/c1ccco1 | 3.5 | -10.3 | 0.2 | . | 2.2 | 1.8 | 0.4 | -1.3 | -3.0
COc1ccc(Cn2ccnc2)cc1[N+](=O)[O-] | 5.8 | -8.7 | -0.2 | 2.8 | 0.0 | 1.1 | -0.6 | -0.6 | -8.8
COc1ccc(C=C2C(=O)c3ccccc3C2=O)cc1O | 0.9 | -19.0 | -0.5 | 10.5 | -9.2 | 3.5 | 0.0 | 0.1 | -4.5
O=C(COC(=O)CCS(=O)(=O)c1ccc(Cl)cc1)Nc1ncc(Cl)cc1Cl | 0.5 | -1.4 | i | -3.9 | -3.6 | . | 0.2 | 0.0 | -0.1
N#Cc1ccc(S(=O)(=O)N2CCN(CC(=O)Nc3ccccc3C(=O)NC3CC3)CC2)cc1 | . | 16.2 | -1.2 | -5.8 | -2.5 | 1.6 | 3.8 | -0.6 | -10.6
Cc1nnc(NC(=O)Cn2c(=O)sc3ccccc32)s1 | -1.1 | -0.1 | -0.3 | -6.0 | 6.6 | 0.4 | -0.6 | 10.3 | 3.7
CCOC(=O)c1c(NC(=O)COC(=O)c2ccc(S(=O)(=O)C(F)F)cc2)sc(C(=O)N(C)C)c1C | . | 12.9 | i | . | -1.9 | 1.1 | -0.4 | . | 6.7
CS(=O)(=O)N(Cc1ccccc1)c1ccc(C(=O)Nc2ccccc2C(=O)O)cc1 | 0.0 | -8.7 | -1.5 | 8.1 | -5.0 | -3.2 | -5.5 | 0.5 | 6.7
C=C(C)CN(CC)C(=O)CSc1nc2ncc(Cl)cc2[nH]1 | 1.2 | -5.6 | 7.7 | -6.8 | -2.2 | . | 0.7 | 0.1 | 1.6
COC(=O)Cn1c2c(c3cc(C)ccc31)CCCC2NC(C)c1ccccc1 (stereo not given) | -1.1 | 11.4 | -0.8 | 0.6 | -3.7 | 0.9 | -3.4 | 1.0 | 1.6
Nc1c(C(=O)O)sc2nc(-c3ccccc3)cc(-c3ccccc3)c12 | 2.5 | -6.4 | -0.8 | -13.2 | -0.9 | -0.5 | 0.7 | 0.0 | -7.6
C[C@@H]1CN([C@H](C)CO)C(=O)CCCn2nncc2CO[C@H]1CN(C)C(=O)C1CCCCC1 | . | -4.4 | i | . | 1.1 | -1.4&-0.7 | -0.3 | . | 12.1
O=C(COc1ccccc1CNCc1ccccc1)Nc1ccccc1 | 5.5 | -3.9 | -0.9 | -10.4 | -5.8 | . | ? | 1.2 | -7.6
CCN(CC)C(=O)c1csc([C@H]2C[C@H](O)[C@@H](CO)O2)n1 | . | 1.6 | -0.3 | . | -3.5 | 0.0 | -0.4 | . | -0.8
COc1ccccc1Cn1c(=S)[nH]c2cc(C(=O)N3CCCC3)ccc2c1=O | 5.7 | 13.1 | -0.5 | 3.3 | -0.7 | 0.9 | -2.4 | -0.2 | 2.2
CCn1cc(CN2CCCC(C(=O)Nc3ccc(-c4cscn4)cc3)C2)c(C)n1 (stereo not given) | -0.9 | 12.7 | 0.9 | 0.4 | -3.2 | 0.8 | 1.2 | 0.5 | 1.3
COc1ccccc1/C=C/C=N/Nc1cccc(C(=O)O)c1 | 2.3 | -4.0 | -0.1 | . | 1.8 | -2.0 | -1.2 | 0.9 | -3.6

3 entries from above, reformatted.
| Molecule | 3CLpro inhibitor | Yp Topo-I inh | Vc quorum ag | PriA SSB inh | Anthrax LF inh2 | TcdB inh | BoNT A protease | PfHsp40 rescue | PrPC surface inh |
| --- | --- | --- | --- | --- | --- | --- | --- | --- | --- |
| COc1ccc(Cn2ccnc2)cc1[N+](=O)[O-] | 5.8 | -8.7 | -0.2 | 2.8 | 0.0 | 1.1 | -0.6 | -0.6 | -8.8 |
| CN(C)C(=O)NCc1ccc(S(N)(=O)=O)cc1 | -1.7 | 12.2 | i | 9.7 | 1.3 | . | 0.3 | 0.2 | -1.8 |
| O=C(COC(=O)c1cccc(S(=O)(=O)NCc2ccccc2)c1)NCC1CCCO1 (stereo not given) | 0.7 | -9.2 | -0.1 | -6.3 | 2.0 | -0.6 | -0.3 | 0.1 | 10.8 |

The list continues.
SMILES | 3CLpro inhibitor | Yp Topo-I inh | Vc quorum ag | PriA SSB inh | Anthrax LF inh2 | TcdB inh | BoNT A protease | PfHsp40 rescue | PrPC surface inh
O=C(/C=C/c1ccc(F)cc1)NCCCN1CCN(CCCNC(=O)/C=C/c2ccc(F)cc2)CC1 | 4.1 | 1.1 | -0.3 | -5.5 | -1.7 | 0.3 | 0.4 | 37.1* | -2.8
Cc1cc(NC(=O)c2cccc(C(=O)Nc3cc(C)on3)n2)no1 | -0.6 | 4.6 | -0.2 | -11.1 | -0.4 | . | -0.4 | 1.3 | 5.8
Cc1ccc(C2NC(=O)c3c(sc4c3CCN(C)C4)N2)o1 (stereo not given) | 1.4 | 10.8 | -3.3 | 8.3 | -12.7 | . | 6.0 | 0.2 | -3.0
Cn1c(NC(=O)c2ccc(S(=O)(=O)N3CCCCC3)cc2)cc(=O)n(C)c1=O | -8.0 | -0.1 | -0.4 | -2.9 | -0.9 | . | -0.3 | -0.8 | 1.8
CC(C)SCCCOc1ccc(C(C)(C)C)cc1 | -1.7 | 4.4 | 5.1 | -3.0 | -0.6 | . | -0.4 | 0.8 | 0.1
O=C1CCC(/C=C/c2ccccc2)=NN1Cc1ccc(F)cc1 | 0.1 | 6.1 | i | -10.2 | -0.8 | 1.4 | -0.7 | 2.4 | -1.5
O=C(O)c1ccccc1-c1ccccc1C(=O)Nc1cccc(O)c1 | -0.7 | 5.4 | -2.1 | 1.9 | -3.6 | 1.1 | -0.1 | -0.1 | -6.5

The list is partial; rates above refer to the full screens.
